Screening results from PubChem BioAssay.
14-3-3 PPI: alters human 14-3-3 gamma binding to Raf peptide. AID 422. actives 0.19% (n = 160,000). FP, 14-3-3gamma / TMR-pS259-Raf peptide binding. inhibition, % at 40 µM; in the data active means inhibition above about 30%;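 further: 0% = protein plus tracer without compound and 100% = blank with tracer alone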
Target sequence (P61981 whole entry, looked up): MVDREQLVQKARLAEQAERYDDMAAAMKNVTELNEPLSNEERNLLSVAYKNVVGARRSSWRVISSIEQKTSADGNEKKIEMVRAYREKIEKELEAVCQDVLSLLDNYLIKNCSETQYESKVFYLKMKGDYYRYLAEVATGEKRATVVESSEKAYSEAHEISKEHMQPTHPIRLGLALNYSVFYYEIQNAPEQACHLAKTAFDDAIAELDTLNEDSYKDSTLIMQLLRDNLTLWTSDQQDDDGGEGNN
Starred values were filed as active, the others as inactive; & = joins results of further samples. This is a subset; rates above refer to the full screens.

14-3-3 PPI | molecule
6 | CC(=O)Oc1ccc(C2C(C(=O)OCC(C)C)=C(C)NC3=C2C(=O)CC(c2cccs2)C3)cc1 (centres undefined)
-7 | NC(=O)c1cc2cc([N+](=O)[O-])ccc2oc1=Nc1ccccc1F
5 | COC(=O)Cc1nc(Nc2ccc(C)c(Cl)c2)c2c(C)c(C)sc2n1
-7 | COc1cccc(NC2=CC(=O)CC(C)(C)C2)c1
0 | CCOc1ccc(C(=O)n2cnc3ccccc32)cc1
-7 | CCCOC(=O)C1[C@H]2C(=O)N(Cc3ccco3)C[C@]23C=C[C@H]1O3 (some centres undefined)
-6 | Cc1ccccc1NC(=O)CCC(=O)OCC(=O)c1ccc([N+](=O)[O-])cc1
-3 | CCC(=O)N1c2ccccc2NC2=C(C(=O)CC(C)(C)C2)C1c1cccc(OC)c1OC (centres undefined)
8 | Cc1ccc(NC(=O)c2cc(S(=O)(=O)N3CCC(C)CC3)ccc2F)cc1C
-8 | COCCOC(=O)C1=C(C)NC2=C(C(=O)CC(c3ccccc3)C2)C1c1cc2c(cc1[N+](=O)[O-])OCO2 (centres undefined)
-15 | O=C(c1cccn2c(=O)c3ccc(Cl)cc3nc12)N1CCc2ccccc2C1
-24 | Cc1oc(/N=C/c2ccc(Cl)cc2Cl)c(C#N)c1C
-2 | Cc1ccc(S(=O)(=O)N2CCCC(C(=O)NCc3ccc(F)cc3)C2)cc1 (centres undefined)
3 | COC(=O)CSC1=C(C#N)C(c2cccc(F)c2)CC(=O)N1 (centres undefined)
13 | Cc1ccc(-c2csc(NC(=O)c3ccc(Cl)cc3)n2)cc1C
-4 | Nc1ncnc2c1[nH]c(=S)n2Cc1ccccc1
-4 | Cc1ccc(-c2nn3cnnc3c3ccccc23)cc1C
-15 | Cc1cc(C)n(C(=O)CNC(=O)c2ccc(Br)cc2)n1
10 | COc1cc(OC)c(NC(=O)CSc2nc3[nH]ncc3c(=O)n2-c2ccccc2OC)cc1Cl
11 | COc1ccc(OC)c(-n2c(N)c(C(=O)NCC3CCCO3)c3nc4ccccc4nc32)c1 (centres undefined)
0 | Cc1ccc(Cn2c(=O)n(CCC(=O)NCc3ccc4c(c3)OCO4)c(=O)c3ccccc32)cc1
-7 | O=C(Cn1cnc2ccccc2c1=O)c1c[nH]c2ccccc12
-3 | COc1ccc(S(=O)(=O)NCCSc2ccccn2)cc1Br
-1 | O=C(Nc1cccc(C(F)(F)F)c1)c1ccc2ccccc2c1
3 | C1CCC(n2nnnc2CN2CCCC2)CC1
2 | Cc1ccc(SCCCCN2C(=O)NC(C)(C)C2=O)cc1
-4 | O=C(C1CCN(c2ncnc3c2sc2cccc(F)c23)CC1)N1CCOCC1
-8 | COc1ccc(Oc2nc(-c3ccccc3F)nc3ccccc23)cc1
-53 | COc1ccc(OCC2c3cc(OC)c(OC)cc3CCN2C(=O)C23CC4CC(CC(C4)C2)C3)cc1 (centres undefined)
-5 | O=C(c1ccc(SCc2cccnc2)c([N+](=O)[O-])c1)N1CCCC1
-6 | O=C(Nc1nc2ccccc2s1)c1ccco1
-35 | COc1cccc(OC)c1C(=O)Nc1nc2ccc3nc(C)sc3c2s1
-7 | Cc1ccc(-c2ccc(=O)n(CCC(=O)NCCN3C(C)CCCC3C)n2)cc1 (centres undefined)
15 | FC(F)(F)c1cc(-c2cccs2)nc(=S)[nH]1
9 | Cc1cc(C)nc(Nc2ccccc2O)n1
-3 | COc1ccccc1C1N=C(c2ccc(Cl)cc2)CC(c2ccccc2O)N1 (centres undefined)
5 | Cc1ccc(N2C(=O)CSC2c2ccccc2Br)cc1 (centres undefined)
5 | Nc1ncnc(N(c2ccccc2)C2CCCCC2)c1[N+](=O)[O-]
-15 | Cc1cc(O)ccc1N1C(=O)c2cccc3c(N4CCCCC4)c([N+](=O)[O-])cc(c23)C1=O
-15 | COC(=O)c1ccccc1NC(=O)c1cc(C)on1
-9 | CN1C(=O)CC(C(=O)Nc2ccc(Br)cc2)SC1=Nc1cccc(F)c1 (centres undefined)
0&6 | CCS(=O)(=O)N1CCC(C(=O)NCCC2=CCCCC2)CC1
-2&4 | CCn1cc(C(=O)O)c(=O)c2cc(S(=O)(=O)N(C)C)ccc21
35* | CCCOc1ccc(C2/C(=C(/O)c3ccccc3)C(=O)C(=O)N2CCCN(C)C)cc1OC (centres undefined)
-1 | COc1cc(C=Cc2ccc3cccc(O)c3n2)cc(Br)c1OC
-7 | COC(=O)c1c(NC(=O)COc2ccc(Cl)c(C)c2)sc2c1CCC(C)C2 (centres undefined)
-5 | COc1ccc2nc(C)c3cc(C)oc3c2c1
0 | COc1ccc(-c2nc3ccccc3c(=O)o2)cc1OC
-25 | COc1ccc(NC(=O)c2cc3cc([N+](=O)[O-])ccc3s2)c2ccccc12
-6 | COC(=O)C1C2C=CC3(CN(C(C)C)C(=O)C13)O2 (centres undefined)
-9 | Cc1ccc(NC(=O)c2c(C)nc3sc(C(=O)N4CCCc5ccccc54)c(N)c3c2-c2ccco2)c(C)c1
-2 | COc1ccc(NC(=O)CCS(=O)(=O)c2ccc3c(c2)CCCN3C(C)=O)cc1
-11 | O=C(Nc1ccc(Cl)c(C(=O)N2CCOCC2)c1)c1ccccc1
-4 | CCN(CC)c1ccc(NS(=O)(=O)c2ccc3c(c2)CCN3C(=O)C2CC2)c(C)c1
2 | Cc1ccc2[nH]c3nc(SCCN4CCOCC4)nnc3c2c1
-6 | CN1CCN(CCC(=O)Nc2ccccc2Cl)CC1
-3 | Cc1cc(C)cc(C(=O)Nc2c3c(nn2-c2ccc(F)cc2)CSC3)c1
2 | Cn1c(CCCOc2ccc(Cl)cc2Cl)nnc1SCC(=O)Nc1nccs1
3 | CC(C)(C)S(=O)(=O)c1ccsc1C(=O)O
-2 | COc1ccc(C2C(C(=O)Nc3cccc(NC(C)=O)c3)c3ccccc3C(=O)N2C2CCCCC2)cc1 (centres undefined)

(more compounds)
14-3-3 PPI | molecule
-5 | Cc1ccc(C(=O)CSc2nc3cccnc3n2C)cc1
-4 | O=C(NCCc1c[nH]c2ccccc12)C(F)(F)C(F)F
-2 | O=c1cc(N2CCOCC2)[nH]c(=O)n1C1CCCCC1
1 | C=CCOC(=O)C1=C(C)NC(=S)NC1c1ccccc1OCC (centres undefined)
-3 | CCOc1ccc(S(=O)(=O)NC(=NC)c2ccccc2)cc1
-11 | O=C(CC1CCCC1)Nc1nc2ccccc2[nH]1
-8 | CC(C)Cn1cnc2c(N)nc3ccccc3c21
0 | O=C(c1cccc(C(F)(F)F)c1)N1CCCCCC1
0 | c1ccc(OCCSc2nnnn2-c2ccccc2)cc1
-6&0 | CC#CCCCC(=O)Nc1ccc(C(=O)O)cc1
-10 | COc1ccc(C2CC(c3c(-c4ccccc4)c4cc(Cl)ccc4[nH]c3=O)=NN2S(C)(=O)=O)cc1 (centres undefined)
1 | O=C1N(CN2CCN(c3cccc(Cl)c3)CC2)c2ccccc2C12OCCCO2
-3 | CCOc1ccc(CNC(=O)C2Cc3ccccc3CN2S(C)(=O)=O)cc1OC (centres undefined)
-4 | CCSc1ccc2nnc(-c3cccc(F)c3)n2n1
5 | Cc1ccc2nc(NCCCN3CCOCC3)c(C=NCCCN3CCOCC3)c(=O)n2c1
2 | COC(=O)C1=CN(C2CC2)C=C(C(=O)OC)C1c1cc(OC)c(OC)c(OC)c1
1 | COc1ccc(-c2nn(-c3ccccc3)cc2C2NC(=O)NC(C)=C2C(=O)OC(C)C)cc1 (centres undefined)
5 | O=C(Nc1ccc(Cl)c(Cl)c1)Nc1cc(C(=O)N2CCOCC2)ccc1N1CCCCC1
-18 | CCOC(=O)c1c(NC(=O)c2cccs2)sc2c1CCCCC2
-10 | O=C(Nc1ccc(NC(=O)c2cccs2)cc1)c1cc2ccccc2o1
2 | N#Cc1cccc(Cn2nnc(-c3ccccc3)n2)c1
-29 | CC1CCc2sc(NC(=O)c3ccc(Br)o3)c(C#N)c2C1 (centres undefined)
3 | Cc1onc(-c2c(Cl)cccc2Cl)c1C(=O)Nn1cnnc1
0 | O=C1c2cc(N3CCOCC3)c([N+](=O)[O-])cc2C(=O)N1CC1CCCO1 (centres undefined)
2 | COc1ccc(CN2CCN(C(=O)c3ccco3)CC2)cc1
-4 | CN=C(C)C1=C(O)C(C(=O)OC)C(C)(C)CC1=O (centres undefined)
-4 | CCCC(=NCC(=O)O)C1=C(O)C(C(=O)OC)C(C)(C)CC1=O (centres undefined)
-5 | COc1ccc(NC(=O)Cc2c(C(=O)O)[nH]c3ccc(Cl)cc23)cc1Cl
-9 | Cc1ccc(CCNC(=O)c2ccc3c(c2)NC(=O)C(N2CCCCC2)S3)cc1 (centres undefined)
-5 | COc1ccc(NC(=O)c2cc3c(=O)n(C)c4cc(Cl)ccc4c3s2)cc1Cl
-29 | O=C(CSc1nc(O)c(CC=Cc2ccccc2)c(=O)[nH]1)Nc1ccccc1F
1 | Nc1nc2c(nc(Br)n2C2OC3COP(=O)(O)O[C@@H]3C2O)c(=O)[nH]1 (some centres undefined)
-17 | O=[N+]([O-])c1ccc(Oc2ccc(S(=O)(=O)Nc3ccc4c(c3)OCCO4)cc2)cc1
-7 | COc1ccc(NC(=O)c2cc3ccc(O)cc3oc2=O)cc1
-5 | CCOC(=O)N1CCN(C(=O)CN2C(=O)COc3ccc(C)cc32)CC1
5 | CC(C)n1nc(C(=O)OCC(=O)N(C)C2CCS(=O)(=O)C2)c2ccccc2c1=O (centres undefined)
-7 | COc1cccc(OC)c1C(=O)Nc1ccc(S(=O)(=O)Nc2nccs2)cc1
-7 | CC1C=CCC2C(=O)N(c3cc(Cl)ccc3O)C(=O)C12 (centres undefined)
-7 | c1ccc(-n2ncc3c(N4CCCc5ccccc54)ncnc32)cc1
-3 | CCOC(=O)C1CC2CN(C(=O)c3ccccc3)CC(C1)C2=O (centres undefined)
-3 | CCCN1C(=O)C(O)(CC(=O)c2ccccn2)c2cc(Br)ccc21 (centres undefined)
10 | COc1cc(NS(=O)(=O)c2ccc(NC(=O)c3ccc(OC)c(OC)c3)cc2)ncn1
-7 | CCn1nnnc1SCC(=O)Nc1nc(-c2cccs2)cs1
1 | COc1ccc(C2CC(=O)C3=C(C2)Nc2ccccc2N(C(=O)CCC(=O)O)C3c2ccc(C)cc2)cc1OC (centres undefined)
-3 | O=C(O)CNCc1ccc(F)cc1
-16 | COc1ccc(-c2nc3ccccc3n2Cc2ccc(Cl)cc2)cc1
-3 | Cn1nnc(-c2ccc(OCc3ccccc3F)cc2)n1
-86 | CCN(CC)c1ccc2cc(-c3nnc(Nc4ccccc4F)s3)c(=O)oc2c1
3 | COC(=O)c1ccc(-n2nnnc2SCC(=O)Nc2ccc(C)c(C)c2)cc1
-8 | Cc1c(Cc2ccccc2)c(N2CCOCC2)n2c(nc3ccccc32)c1C#N
-4&-10 | Cc1coc2c(C)c3oc(=O)c4c(c3cc12)CCCC4
1 | O=C(NCc1cccc(Cl)c1)c1ccc2c(=O)n(-c3cccc(C(F)(F)F)c3)c(=S)[nH]c2c1
-3 | O=C(CN(Cc1ccccc1)S(=O)(=O)c1ccccc1)NCc1ccco1
-2 | COc1ccccc1N1CCN(C(=O)CCCCCn2c(=O)[nH]c3ccccc3c2=O)CC1
-2 | CCSc1nnc2c(n1)OC(c1ccc(OC)c3ccccc13)N(C(C)=O)c1ccccc1-2 (centres undefined)
-15 | CCNC(=O)N/C(N)=N/c1nc2ccccc2o1
-1 | CCN1CCCC1CNC(=O)C1(O)c2cc(Br)ccc2NC(=O)N1c1ccc(Cl)cc1 (centres undefined)
-8 | COc1ccc(C(=O)Nc2ccc(-c3cc4ccccc4oc3=O)c(C)c2)cc1OC
2 | COc1cccc(NS(=O)(=O)c2ccc3c(c2)CCN3C(=O)C2CC2)c1
-3 | CC1(C)CC(=O)C2=C(C1)Nc1nc(SCc3ccccc3Cl)nn1C2c1cccnc1 (centres undefined)

(cont.)
14-3-3 PPI | molecule
8 | COc1cc(SC)ccc1C(=O)Nc1ccc(S(=O)(=O)Nc2nccc(C)n2)cc1
-10 | COc1ccc2c(c1)CCc1sc(NC(=O)c3cccnc3)nc1-2
-5 | COCc1ccc2oc(C(=O)O)cc2c1
-2 | CCOC(=O)C(C)Sc1ncnc2c1oc1ccccc12 (centres undefined)
-4 | O=C(C1=C(O)C(=O)N(CCN2CCOCC2)C1c1ccncc1)c1ccco1 (centres undefined)
-3 | COC(=O)c1ccc(OC(=O)c2ccccn2)cc1
-9 | CCN1C(=O)CSc2ccc(C(=O)NCCc3ccccc3)cc21
-2 | Cc1ccc(C2C(C(=O)c3ccco3)=C(O)C(=O)N2CCN2CCOCC2)o1 (centres undefined)
-5 | CC(=O)Nc1sc(C)c(C)c1C(=O)OC1CCOC1=O (centres undefined)
-3 | COCCN1C=C(C(=O)OC)C(c2ccc3c(c2)OCO3)C(C(=O)OC)=C1
-10 | COc1ccccc1NS(=O)(=O)c1ccc(Br)c(C(=O)Nc2ccccc2)c1

A different layout for part of the listing above:
| SMILES | 14-3-3 PPI |
| --- | --- |
| CCNC(=O)N/C(N)=N/c1nc2ccccc2o1 | -15 |
| CCN1CCCC1CNC(=O)C1(O)c2cc(Br)ccc2NC(=O)N1c1ccc(Cl)cc1 (centres undefined) | -1 |
| COc1ccc(C(=O)Nc2ccc(-c3cc4ccccc4oc3=O)c(C)c2)cc1OC | -8 |
| COc1cccc(NS(=O)(=O)c2ccc3c(c2)CCN3C(=O)C2CC2)c1 | 2 |
| CC1(C)CC(=O)C2=C(C1)Nc1nc(SCc3ccccc3Cl)nn1C2c1cccnc1 (centres undefined) | -3 |
| COc1cc(SC)ccc1C(=O)Nc1ccc(S(=O)(=O)Nc2nccc(C)n2)cc1 | 8 |
| COc1ccc2c(c1)CCc1sc(NC(=O)c3cccnc3)nc1-2 | -10 |
| COCc1ccc2oc(C(=O)O)cc2c1 | -5 |
| CCOC(=O)C(C)Sc1ncnc2c1oc1ccccc12 (centres undefined) | -2 |
| O=C(C1=C(O)C(=O)N(CCN2CCOCC2)C1c1ccncc1)c1ccco1 (centres undefined) | -4 |
| COC(=O)c1ccc(OC(=O)c2ccccn2)cc1 | -3 |
| CCN1C(=O)CSc2ccc(C(=O)NCCc3ccccc3)cc21 | -9 |
| Cc1ccc(C2C(C(=O)c3ccco3)=C(O)C(=O)N2CCN2CCOCC2)o1 (centres undefined) | -2 |
| CC(=O)Nc1sc(C)c(C)c1C(=O)OC1CCOC1=O (centres undefined) | -5 |
| COCCN1C=C(C(=O)OC)C(c2ccc3c(c2)OCO3)C(C(=O)OC)=C1 | -3 |
| COc1ccccc1NS(=O)(=O)c1ccc(Br)c(C(=O)Nc2ccccc2)c1 | -10 |
